Salmonella PhoP GFP: PhoP regulon inhibitors, Salmonella typhi PhoP promoter GFP reporter, confirmatory (AID 1850); one-dose inhibition, % at 50 µM; IC50 in µM for titrated hits; Salmonella Typhi PhoP-promoter GFP reporter, fluorescence, 4 h; higher % means a stronger effect; hit rate 0.33% among 310,000; in the data active = a potency from the dose series; inconclusive = inhibition mostly from about 25% at the one dose, without a potency; inactive = the rest, 99 in 100 with inhibition below about 19%;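 note: 0% = induced wells with vehicle and 100% = uninduced wells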
M. tuberculosis: growth inhibition of non-replicating M. tuberculosis (AID 488890); Mycobacterium tuberculosis non-replicating, growth inhibition; higher % means a stronger effect; inhibition, % at 25 µM; hits with a dose series show IC50 in µM; hit rate 0.39% among 320,000; in the data active = a potency from the dose series; inconclusive = inhibition mostly from about 82% at the one dose, without a potency; inactive = the rest, 99 in 100 with inhibition below about 76%;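 note: plate controls were DMSO cells for no effect and high antibiotic wells for full effect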
influenza NS1A: H1N1 influenza NS1A inhibitors, functional cell based assay (AID 504329) | hit rate 0.3% among 340,000 | NS1A functional cell-based assay, percent inhibition; higher % means a stronger effect | inhibition, % at 12.5 µM, or IC50 in µM where a hit was titrated; in the data active = a potency from the dose series; inconclusive = inhibition above about 27% without an active follow-up result; note: strong numbers were not always called active
VEEV TC-83 Vero: inhibitors of VEEV TC-83 cytopathic effect, confirmation, Vero cells (AID 588727); Vero cells, VEEV TC-83 cytopathic effect inhibition; higher % means a stronger effect; one-dose inhibition, % at 20 µM; IC50 in µM for titrated hits; hit rate 0.13% among 350,000; in the data active = a potency from the dose series; inconclusive = inhibition mostly from about 14% at the one dose, without a potency; inactive = the rest, 99 in 100 with inhibition below about 12%; note: strong numbers were not always called active
H37Rv inhibition: M. tuberculosis growth inhibition, HTS (AID 449762); M. tuberculosis H37Rv growth inhibition, 7H9 media; higher % means a stronger effect; inhibition, % at 25 µM, or IC50 in µM where a hit was titrated; hit rate 0.59% among 330,000; in the data active = a potency from the dose series; inconclusive = inhibition above about 70% without an active follow-up result;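 note: bacterial growth assessed after seven days of incubation; strong numbers were not always called active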
VEEV TC-83 Vero 10K pilot screen: second read-out of VEEV TC-83 Vero, no call of its own (marks repeat the call); inhibition, %; measured here: 10K pilot screen inhibition
Numbers without * were called inactive; i = inactive; u = inconclusive; x = no result given.

The opening 2 records, to show the layout:
SMILES	Salmonella PhoP GFP	M. tuberculosis	influenza NS1A	VEEV TC-83 Vero	H37Rv inhibition	others
COc1ccc(-n2c(Cc3cccn3C)nnc2SCC(=O)Nc2ccc3c(c2)OCO3)cc1	6%	-5%	1%	0.8%	-11%
Cc1noc(C)c1CSc1nnc(-c2c[nH]c3ccccc23)n1-c1ccc(Cl)cc1	17%	-3%	-11%	0.2%	-2%

Results (from the top)
SMILES	Salmonella PhoP GFP	M. tuberculosis	influenza NS1A	VEEV TC-83 Vero	H37Rv inhibition	others
COc1ccc(-n2c(Cc3cccn3C)nnc2SCC(=O)Nc2ccc3c(c2)OCO3)cc1	6%	-5%	1%	0.8%	-11%
Cc1noc(C)c1CSc1nnc(-c2c[nH]c3ccccc23)n1-c1ccc(Cl)cc1	17%	-3%	-11%	0.2%	-2%
CCN(CC)CCCN=Cc1c(O)n(-c2cccc(C)c2)c(=O)c2ccccc12	-3%	-3%	x	i	0%
COC(=O)c1ccccc1NC(=O)Cn1nc(C(F)(F)F)c2c1CCC2	x	15%	-6%	2.0%	1%
COc1ccc(OC)c2nc3c(cc12)CCC3	-4%	u	18%	1.0%	20%
CCOc1ccc2nc(Cl)sc2c1	-24%	-6%	-3%	0.9%	9%
N#Cc1c(N)c(C#N)c(-c2ccc(O)cc2)c2c1CCCC2	-11%	3%	-7%	6.8%	0%
CC(C)CC(=O)Nc1c(C(=O)N2CCN(Cc3ccccc3)CC2)oc2ccccc12	0%	5%	-2%	i	6%
Cc1ccc(NC(=S)NNC(=O)c2cn(C)nc2C)cc1	5%	-14%	12%	3.3%	-9%	VEEV TC-83 Vero 10K pilot screen=0.9
O=C(CN1CCN(c2ccccc2O)CC1)Nc1ccc(S(=O)(=O)N2CCCCCC2)cc1	x	x	5%	4.0%	x
COc1cccc(NC(=S)N(CCCN2CCCC2)Cc2ccco2)c1	5%	6%	9%	1.3%	8%
COCCNC(=O)CSc1nc2cc3c(cc2c(=O)n1Cc1ccco1)OCO3	3%	-13%	0%	0.6%	-5%
O=C(COc1ccc(F)cc1)NN1C(=O)CSC1=S	-2%	20%	-4%	1.1%	7%
O=C(N/N=C/c1cccc2ccccc12)c1ccncc1	5%	u	-1%	i	u
O=C(N/N=C/c1ccccc1F)c1ccc(COc2ccccc2Cl)o1	-5%	46%	2%	0.2%	-4%
CCN1C(=O)[C@H]2[C@@H](c3ccc(C)cc3)N3C(=O)N(c4cccc(C)c4)C(=O)[C@@]3(Cc3ccccc3)[C@H]2C1=O	0%	14%	7%	1.2%	-3%
CC(OC(=O)c1cc(-c2cccnc2)nc2ccccc12)C(=O)Nc1ccc2ccccc2c1 (stereo not drawn)	1%	2%	29%	2.4%	1%
CCOC(=O)c1[nH]c(C)c(C(=O)NCCN2CCOCC2)c1C	13%	-33%	14%	0.2%	-5%
COc1ccc(CN2C(=O)CCCc3ccccc32)cc1	4%	24%	2%	4.0%	1%
CC(NC(=O)Cc1ccc(NS(=O)(=O)c2cccc(C(F)(F)F)c2)cc1)c1ccccn1 (stereo not drawn)	-6%	17%	3%	3.2%	2%
Cc1cc(=O)oc(C)c1C(=O)NCC1COc2ccccc2O1 (stereo not drawn)	-1%	11%	-1%	i	-8%	VEEV TC-83 Vero 10K pilot screen=0.8
O=C(CNC(=O)c1ccccc1)OCC(=O)N1N=C(c2ccc(Cl)cc2)CC1c1ccco1 (stereo not drawn)	-7%	8%	2%	0.1%	8%
Nc1nc(-c2ccco2)nn1S(=O)(=O)c1ccc(Cl)cc1	-1%	9%	-1%	0.3%	-3%
CC(C)(C)SCCNC(=O)CN(c1ccc(F)cc1)S(C)(=O)=O	7%	-3%	2%	0.7%	12%
CC1CCN(C(=O)C2CCN(CCCc3ccccc3)CC2)CC1	7%	35%	x	x	-5%

Further compounds follow:
SMILES	Salmonella PhoP GFP	M. tuberculosis	influenza NS1A	VEEV TC-83 Vero	H37Rv inhibition	others
COc1ccc(-n2nc(C(=O)NCC(=O)NCCC3=CCCCC3)c3ccccc3c2=O)c(OC)c1	-3%	-12%	-11%	2.9%	-7%
CCN(CC)c1ccc(NC(=O)CCNS(=O)(=O)c2ccc3c(c2)CCC(=O)N3)c(C)c1	12%	44%	19%	0.1%	3%
COc1cc(S(=O)(=O)NCC2COCCO2)ccc1-n1cnnn1 (stereo not drawn)	-6%	60%	-3%	0.2%	-1%
COc1ccc(N2CC(O)=C(c3nc(C)cs3)C2=N)cc1	-9%	-4%	-5%	1.0%	-3%
O=S(=O)(c1ccccc1F)N1CCN(C(=S)NCc2ccccc2)CC1	7%	12%	11%	3.6%	1%
Cc1ccc(CNC(=O)CCc2nc3ccccc3c(=O)[nH]2)cc1	6%	7%	3%	2.5%	-21%
COc1ccc(NC(=S)NCc2ccccc2Cl)c(OC)c1	-4%	13%	-17%	1.5%	8%
COc1cc(C(=O)Oc2cccc(Nc3ncnc4ccccc34)c2)cc(OC)c1OC	0%	10%	-2%	0.9%	3%
COc1ccc(CC(=O)Nc2ccc(NC(=O)c3ccccc3F)cc2)cc1	-6%	-7%	3%	0.7%	0%
COC(=O)c1sccc1NC(=S)Nc1cc(C)ccc1OC	-25%	-8%	1%	0.1%	-11%
NC(=O)COc1ccc(NC(=O)c2ccccc2-c2ccccc2)cc1	1%	16%	3%	0.3%	-4%
CCc1[nH]nc(C(=O)NC2CCCN(Cc3ccccc3F)C2)c1C (stereo not drawn)	15%	1%	1%	2.7%	4%
COc1ccc(-c2cc(-c3nnc(COC(=O)C4CC4)o3)c3ccccc3n2)cc1OC	-5%	71%	-10%	8.0%	35%
Cn1ncc(Br)c1C(=O)N1CCc2ccccc21	-5%	6%	13%	i	7%
O=C(Cc1csc(NC(=O)Nc2cccc(Cl)c2)n1)NCc1ccccn1	2%	u	-11%	8.6%	u
Cc1ccc(C(=O)NCCCNC(=O)Cc2ccccc2)cn1	0%	-6%	7%	1.3%	6%
COc1ccc2cc(C(=O)C3CCCN(C(=O)c4cnccn4)C3)ccc2c1 (stereo not drawn)	9%	4%	-1%	4.2%	-13%
COC(=O)c1ccc(NC(=O)CC2C(=O)N(C)C(=S)N2Cc2ccc(S(N)(=O)=O)cc2)cc1 (stereo not drawn)	-1%	38%	-3%	0.5%	9%
COc1cc(C(F)(F)F)c(C(=O)NCc2cccc(Cl)c2)cn1	14%	8%	-21%	i	-16%
O=C(Cn1ncn2c(cc3ccccc32)c1=O)NCCc1cccs1	9%	4%	3%	3.5%	4%
CCC(C)(C)n1nnnc1C(C(C)C)N1CCC(C(N)=O)CC1 (stereo not drawn)	5%	-15%	3%	i	1%
CCSC(=O)NC12CC3CC(CC(C3)C1)C2	-9%	-8%	-6%	i	-7%
COc1ccc(C(=O)NNC(=O)COc2ccc(Cl)cc2)c(OC)c1	5%	19%	6%	1.2%	-6%
O=C(NCC(c1ccco1)N1CCc2ccccc2C1)c1ccc(Cl)cc1 (stereo not drawn)	-2%	-1%	-9%	11%	38%
CCCCCCN(C(=O)CCCCCN1C(=O)NC(c2cccc([N+](=O)[O-])c2)C(C(=O)OCc2ccccc2)=C1C)C(C(=O)NCCCC)c1ccc(OCC(=O)OC)c(C(=O)OC)c1 (stereo not drawn)	-1%	21%	x	x	-2%

Later entries:
SMILES	Salmonella PhoP GFP	M. tuberculosis	influenza NS1A	VEEV TC-83 Vero	H37Rv inhibition	others
CCc1nnc(NC(=O)CSc2nnc(Cc3cc(=O)[nH]c(=O)[nH]3)n2-c2ccc(OC)cc2)s1	9%	-5%	3%	2.2%	-4%
CCOc1ccc(NC(=O)c2ccccc2NC(=O)c2cccnc2)cc1	-5%	5%	-6%	0.2%	0%
CC(=O)c1c[nH]c2ccc(C)cc2c1=O	4%	5%	5%	5.6%	1%
CCCCc1cc(=O)oc2c(CN3CCCC3)c(O)ccc12	-10%	1%	-1%	i	-9%	VEEV TC-83 Vero 10K pilot screen=2.2
CSc1ccc(/C=C/C(=O)c2ccc(O)cc2)cc1	14%	u	5%	31%	u
O=C1NCCOC(=O)[C@H](Cc2ccc(F)cc2)CC/C=C/C[C@H]1CC(=O)N(CCO)Cc1ccccc1	x	31%	2%	0.2%	-2%
O=C(/C=C/c1ccc(F)cc1)N1CCN(c2ncccn2)CC1	-12%	4%	-6%	1.2%	1%
CCCCN(C(=O)CN1CCOCC1)c1c(N)n(CC(C)C)c(=O)[nH]c1=O	1%	7%	1%	1.3%	-2%
Cn1c(N)c(S(=O)(=O)NCc2ccc(Cl)cc2)c(=O)n(C)c1=O	-3%	0%	-3%	i	-12%
COC(=O)c1sc(=S)n(-c2cccc(Cl)c2)c1N	-12%	32%	11%	i	3%
COc1ccc(C(=O)Nc2ccccc2C(=O)NC(Cc2c[nH]c3ccccc23)C(=O)O)cc1 (stereo not drawn)	0%	1%	x	0.4%	-2%
CCN(CC)c1ccc(C=NCCNS(=O)(=O)c2ccc(C)cc2)cc1	7%	-1%	5%	i	-5%
O=C(CCNC(=O)Cn1ccc2ccccc2c1=O)NCCN1CCN(c2cccc(Cl)c2)CC1	1%	-11%	6%	0.4%	-5%
Cc1ccc(NC(=O)COC(=O)c2ccc3c(c2)OCO3)c(C)c1	-7%	-4%	-21%	3.0%	24%
NC(=O)NC1NC(=O)NC1=O (stereo not drawn)	3%	-14%	-5%	1.0%	-4%
CCOc1cc2c(C#N)c(N3CCCCC3)nc(N)c2c(N)n1	-2%	13%	17%	1.9%	u
CCn1c(SCC(=O)NCc2ccccc2)nnc1-c1ccccc1O	-9%	5%	2%	i	-1%
CCCCCCC1CCC(c2nc(-c3ccncc3)no2)CC1 (stereo not drawn)	-10%	70%	-26%	i	-5%
CCN(CC)CCn1cnc2c1c(=O)n(CCOC(=O)c1cc(OC)c(OC)c(OC)c1)c(=O)n2C	1%	-15%	-7%	1.2%	3%
COc1ccc(OC)c(CN2CCN(C(=O)CNC(=O)c3ccccc3F)CC2)c1	x	-7%	-14%	0.7%	1%
CCN(CC(=O)NCc1ccc(F)cc1)C(=O)COc1ccc(C)c(C)c1	1%	28%	-1%	i	-3%
C=CCOc1ccc(C2=NO[C@@H]3[C@@H]4C[C@@H]([C@H]5C(=O)N(C)C(=O)[C@@H]45)[C@H]23)cc1	1%	-2%	x	0.4%	-3%
Nc1ccc(S(=O)(=O)Nc2cc(Cl)c(N)c(Cl)c2)cc1	x	x	0%	1.7%	x
CCOP(=O)(OCC)C(Nc1cc(Cl)cc(Cl)c1)c1cccc(O)c1 (stereo not drawn)	-7%	-9%	-5%	1.5%	-3%
C[C@@]12CCC3[C@@](CCC4[C@@]3(C)CCC[C@@]4(C)C(=O)NC3CCCCC3)(CC1=O)C2 (stereo partly drawn)	x	14%	-3%	i	-2%

Ordered by heavy-atom count (rising): part of the list above
SMILES	Salmonella PhoP GFP	M. tuberculosis	influenza NS1A	VEEV TC-83 Vero	H37Rv inhibition	others
Nc1ccc(S(=O)(=O)Nc2cc(Cl)c(N)c(Cl)c2)cc1	x	x	0%	1.7%	x
CCOc1cc2c(C#N)c(N3CCCCC3)nc(N)c2c(N)n1	-2%	13%	17%	1.9%	u
CCOc1ccc(NC(=O)c2ccccc2NC(=O)c2cccnc2)cc1	-5%	5%	-6%	0.2%	0%

Next section.
SMILES	Salmonella PhoP GFP	M. tuberculosis	influenza NS1A	VEEV TC-83 Vero	H37Rv inhibition	others
COc1ccccc1N(C)S(=O)(=O)c1ccc(C(=O)OCC(=O)c2c[nH]c3ccccc23)cc1	-10%	10%	-1%	1.6%	7%
Cc1cnc(CN2CCc3c([nH]c4ccccc34)C2C2CCCCC2)[nH]1 (stereo not drawn)	5%	44%	11%	1.2%	51%
CC1(C)NC(=O)N(CC(=O)OCC(=O)Nc2cc(S(=O)(=O)N3CCCCCC3)ccc2Cl)C1=O	-4%	5%	-8%	0.1%	1%
COC(=O)c1ccc(CN2C(=O)c3ccccc3C2=O)cc1	0%	60%	-6%	i	-2%
CCC(Oc1ccccc1)C(=O)Nc1ccccc1C(=O)N1CCN(C)CC1 (stereo not drawn)	-6%	-11%	-12%	8.4%	-1%
CCC(=O)NNc1nc2c(C)c(C)ccc2s1	20%	-7%	-10%	0.9%	3%
CCc1ccc(NS(=O)(=O)c2c(C)nc3sc(CC)nn3c2=O)cc1	-4%	x	-4%	0.4%	-5%
Nn1c(SCC(=O)Nc2ccc(OC(F)F)cc2)nnc(Cc2ccccc2)c1=O	11%	9%	-3%	3.7%	6%
O=C(OC1CCOC1=O)c1cccc(S(=O)(=O)Nc2ccc(F)cc2)c1 (stereo not drawn)	8%	3%	-6%	i	3%
O=C(CNC(=O)COc1ccccc1)NCc1cccnc1	2%	-8%	-6%	2.0%	-1%
